CHOP UPR activ – apoptotic UPR (CHOP) activation | hit rate 0.34% among 330,000 | activation, % at 10 µM | CHO-CHOP luciferase reporter, luminescence; percent of tunicamycin response over DMSO baseline;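 active = at 10 µM dose, activation of 40% or more, normalized to positive control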;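 also: 100% = tunicamycin at 10 µg/mL and 0% = DMSO alone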
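Assay system: CHO cells with stable CHOP pathway luciferase reporter; Buffer or medium: F12 plus 10% serum; Times: 16-18 h cell attachment, then 6 h compound exposure, 37 °C; Signal: luciferase luminescence; Read-out basis: percent activation relative to tunicamycin control; Control set: tunicamycin high control, DMSO low control.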
UPR XBP1 act – adaptive UPR (XBP1) activation; CHO-XBP1 luciferase reporter, IRE1-XBP1 UPR activation, luminescence; percent of tunicamycin response, DMSO as zero; activation, % at 20 µM; hit rate 0.33% among 330,000; AID 463104;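 active = versus positive control, 20 µM dose yields 30% or more activation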;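 also: 100% = tunicamycin at 10 µg/mL and 0% = DMSO only wells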
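Material: CHO-XBP1 cells stably carrying IRE1-XBP1-driven luciferase reporter | Medium: F12 with 10% serum | Compound dosing: 20 µM single concentration, DMSO 1% | Incubation: Overnight seeding at 37 °C, 6 h compound treatment at 37 °C | Detection: Steady-Glo luminescence read | Read-out basis: % activation of reporter signal versus tunicamycin and DMSO controls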
Jurkat NFkB inh – inhibitors of the PMA/ionomycin-induced NF-kB reporter in Jurkat cells. PMA/ionomycin-induced NF-kB luciferase reporter, luminescence. inhibition, % at 4 µM. AID 435003. hit rate 0.53% among 330,000; in the data active = inhibition above about 50%
Mdm2 MdmX PPI – disrupts the human Mdm2-MdmX interaction | O15151+Q00987 | SaOS-2 split-luciferase Mdm2/MdmX complementation, luminescence | inhibition, % at 8 µM | hit rate 3% among 330,000;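 active = inhibition of at least 50% at 8 µM in the primary screen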
Target sequence (O15151 whole entry, looked up): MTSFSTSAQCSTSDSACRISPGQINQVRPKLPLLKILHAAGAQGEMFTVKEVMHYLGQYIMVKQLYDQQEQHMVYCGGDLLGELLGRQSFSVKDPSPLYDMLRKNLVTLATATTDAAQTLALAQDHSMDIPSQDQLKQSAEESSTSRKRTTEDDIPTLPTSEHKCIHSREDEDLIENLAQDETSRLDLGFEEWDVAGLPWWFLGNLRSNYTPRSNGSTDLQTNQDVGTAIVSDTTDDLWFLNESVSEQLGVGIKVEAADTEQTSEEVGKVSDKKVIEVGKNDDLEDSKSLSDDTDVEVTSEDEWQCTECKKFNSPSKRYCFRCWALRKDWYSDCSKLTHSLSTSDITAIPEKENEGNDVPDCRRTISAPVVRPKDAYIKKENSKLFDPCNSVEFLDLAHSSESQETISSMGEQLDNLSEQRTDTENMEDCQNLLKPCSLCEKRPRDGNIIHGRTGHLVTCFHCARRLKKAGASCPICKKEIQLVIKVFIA
Target sequence (Q00987 whole entry, looked up): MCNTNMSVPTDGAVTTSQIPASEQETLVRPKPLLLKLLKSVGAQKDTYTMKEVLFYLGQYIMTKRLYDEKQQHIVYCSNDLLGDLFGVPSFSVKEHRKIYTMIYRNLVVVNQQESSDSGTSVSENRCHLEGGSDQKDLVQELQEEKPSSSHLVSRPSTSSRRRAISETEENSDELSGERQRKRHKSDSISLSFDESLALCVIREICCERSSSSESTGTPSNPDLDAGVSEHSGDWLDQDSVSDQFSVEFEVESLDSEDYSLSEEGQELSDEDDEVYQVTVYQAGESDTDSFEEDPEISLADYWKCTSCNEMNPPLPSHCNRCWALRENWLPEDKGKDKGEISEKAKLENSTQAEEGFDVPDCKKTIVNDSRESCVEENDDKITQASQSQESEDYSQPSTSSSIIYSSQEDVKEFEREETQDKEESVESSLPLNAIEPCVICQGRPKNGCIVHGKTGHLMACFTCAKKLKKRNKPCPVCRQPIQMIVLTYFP
tim23-1 inh – inhibits growth of tim23-1 mutant yeast | S. cerevisiae tim23-1 growth, BacTiter-Glo luminescence, 24 h | inhibition, % at 20 µM | hit rate 1.3% among 330,000 | AID 463212;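 active = growth inhibition of the mutant yeast at or above 50%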;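 also: temperature-sensitive mutant grown at 25 °C; plate controls were DMSO-treated mutant yeast for no effect and medium wells lacking yeast for full effect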
697 NFkB inh – inhibitors of the PMA/ionomycin-induced NF-kB reporter in 697 B cells. 697 B-cell NF-kB luciferase reporter, 16 h. inhibition, % at 4 µM. hit rate 0.33% among 330,000. AID 435022; in the data active = inhibition above about 35%
APJ antagonist – blocks the human apelin receptor APJ. hit rate 0.32% among 330,000. CHO-K1 APJ beta-arrestin complementation, luminescence. AID 2521. P35414. inhibition, % at 20 µM;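 active = inhibition above about 40% at 20 µM, limit read from the data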;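 also: cells challenged with 10 nM apelin-13 agonist together with compound; plate controls were apelin-13 plus DMSO wells for no effect and DMSO wells lacking apelin-13 for full effect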
APJ ag – APJ receptor agonism | CHO-K1 APJ PathHunter beta-arrestin, luminescence; 0% DMSO wells, 100% apelin | activation, % at 20 µM | hit rate 0.11% among 330,000 | AID 2520;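 active = activation more than six SD over the plate average, tested at 20 µM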;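 also: 0% = DMSO alone and 100% = apelin-13 at 10 nM; some results filed as inactive read as strong as hits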
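system = engineered CHO-K1 APJ arrestin reporter cells | input = 1000 cells per well | timing = overnight seeding, 90 min compound at 25 °C, 1 h detection | measured by = enzyme-fragment complementation luminescence | read-out = beta-arrestin recruitment to APJ as agonist activity, luminescent signal | control set = negative DMSO alone, positive Apelin-13 at 10 nM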
* = called active by the depositor.

SMILES	CHOP UPR activ	UPR XBP1 act	Jurkat NFkB inh	Mdm2 MdmX PPI	tim23-1 inh	697 NFkB inh	APJ antagonist	APJ ag
O=C(CCc1ccccc1)NNC(=O)CCc1ccccc1	-0.1	-3	6	-13	4	-3	-6	0
Cc1c(NC(=S)NC(=O)CC(C)C)c(=O)n(-c2ccccc2)n1C	0.3	-3	3	7	3	13	13	-3
CN(C)CCCNC(=O)CC1C[C@H](C(=O)N2CCCCC2)[C@@]2(CCc3ccccc3)c3[nH]c4ccccc4c3CCN2C1=O (some centres not stated)	1.7	-1	7	83*	4	12	13	-4
Cc1coc2cc3oc(=O)c(CCC(=O)N[C@@H](CCCNC(N)=O)C(=O)O)c(C)c3cc12	0.0	2	4	14	-5	10	18	0
COc1cccc(OC)c1C(=O)NC(=S)N1CCCCC1c1cccnc1 (configuration not stated)	-2.9	-5	-2	16	-5	11	-52	-4
COCc1nc2ccccc2n1Cc1ccccc1Br	-0.9	3	-2	4	3	-6	7	-3
CCc1nnc(NS(=O)(=O)c2ccc(NC(=S)Nc3ccc(F)cc3)cc2)s1	1.3	-4	11	9	12	0	-8	-2
COc1ccc(CNC(=O)CN2C(=O)C3C4C=CC(C4)C3C2=O)cc1 (configuration not stated)	-1.3	2	7	17	-4	22	3	-3
CCN(CC)S(=O)(=O)c1cc(NC(=O)CCNC(=O)c2ccccc2Cl)ccc1C	-0.6	-2	3	10	15	-7	-7	-1
O=C(N/N=C/c1ccc(N2CCOCC2)o1)c1ccccc1[N+](=O)[O-]	-0.6	1	-1	16	5	1	-8	-2
O=S(=O)(NCC(c1cccnc1)N1CCN(c2ccc(F)cc2)CC1)c1ccccc1 (configuration not stated)	0.8	-3	20	0	-123	-16	14	-1
Cc1ccc(NC(=O)C2C3C=CC(O3)C2C(=O)O)cc1C (configuration not stated)	0.1	-2	-9	2	-6	4	8	1
O=C(CSc1ncnc2nc[nH]c12)c1ccc([N+](=O)[O-])cc1	-2.3	-2	11	4	-8	-7	-29	8
CC(O)Cc1nsc(NC(=O)c2ccc(Br)o2)n1 (configuration not stated)	-1.2	-1	-3	6	-10	-35	1	-1
COc1cccc(CNc2ccc(C(=O)O)cc2)c1OCc1ccccc1	-2.0	4	5	-7	2	-26	2	-3
COc1cccc(OC)c1OCCCCN1CCCC1	-4.0	-5	6	18	-1	20	10	-2
O=C(COC(=O)CCSc1ccccc1)Nc1ccccc1Br	2.4	3	5	17	38	2	6	-3
Cc1[nH]c2ccc(-c3n[nH]c(=S)n3C)cc2c1C	0.8	0	5	7	8	19	22	3
CCN(C(=O)COC(=O)C1CC1)c1c(N)n(Cc2ccccc2)c(=O)[nH]c1=O	-0.8	-1	2	9	-6	10	-56	-2
COc1ccc(NC(C)=O)cc1C#N	0.8	1	2	-12	2	17	10	-3
CC1=CC(C)C2C(=O)N(c3ccccc3)C(=O)C2C1 (configuration not stated)	-2.7	-2	-2	10	1	13	11	-3
Cc1nn(Cc2ccccc2Cl)c(C)c1C(=O)NCc1ccco1	0.5	0	3	-37	16	-12	1	0
CN(CC(=O)Nc1ccccc1Cl)C(=O)COC(=O)c1ccc(Cl)cc1[N+](=O)[O-]	0.6	-5	-7	-10	10	-6	-75	15
Cc1cccc(CNc2ncnc3ccc(-c4ccc5c(c4)OCCO5)cc23)c1	-3.5	-3	-2	66*	36	-28	-11	-2
COc1cccc(C(=O)Nc2ccc(-c3nnc(-c4ccco4)o3)cc2)c1	4.7	5	-30	7	7	-21	-2	6

Single entries from the results shown.
Value for COc1cccc(OC)c1C(=O)NC(=S)N1CCCCC1c1cccnc1 (configuration not stated) in CHOP UPR activ: -2.9
Value for Cc1cccc(CNc2ncnc3ccc(-c4ccc5c(c4)OCCO5)cc23)c1 in tim23-1 inh: 36

Ordered by molar mass (rising): 15 of the compounds above.
SMILES	CHOP UPR activ	UPR XBP1 act	Jurkat NFkB inh	Mdm2 MdmX PPI	tim23-1 inh	697 NFkB inh	APJ antagonist	APJ ag
Cc1[nH]c2ccc(-c3n[nH]c(=S)n3C)cc2c1C	0.8	0	5	7	8	19	22	3
COc1cccc(OC)c1OCCCCN1CCCC1	-4.0	-5	6	18	-1	20	10	-2
Cc1ccc(NC(=O)C2C3C=CC(O3)C2C(=O)O)cc1C (configuration not stated)	0.1	-2	-9	2	-6	4	8	1
CC(O)Cc1nsc(NC(=O)c2ccc(Br)o2)n1 (configuration not stated)	-1.2	-1	-3	6	-10	-35	1	-1
COc1ccc(CNC(=O)CN2C(=O)C3C4C=CC(C4)C3C2=O)cc1 (configuration not stated)	-1.3	2	7	17	-4	22	3	-3
O=C(N/N=C/c1ccc(N2CCOCC2)o1)c1ccccc1[N+](=O)[O-]	-0.6	1	-1	16	5	1	-8	-2
COc1cccc(C(=O)Nc2ccc(-c3nnc(-c4ccco4)o3)cc2)c1	4.7	5	-30	7	7	-21	-2	6
COc1cccc(OC)c1C(=O)NC(=S)N1CCCCC1c1cccnc1 (configuration not stated)	-2.9	-5	-2	16	-5	11	-52	-4
O=C(COC(=O)CCSc1ccccc1)Nc1ccccc1Br	2.4	3	5	17	38	2	6	-3
CCc1nnc(NS(=O)(=O)c2ccc(NC(=S)Nc3ccc(F)cc3)cc2)s1	1.3	-4	11	9	12	0	-8	-2
CN(CC(=O)Nc1ccccc1Cl)C(=O)COC(=O)c1ccc(Cl)cc1[N+](=O)[O-]	0.6	-5	-7	-10	10	-6	-75	15
O=S(=O)(NCC(c1cccnc1)N1CCN(c2ccc(F)cc2)CC1)c1ccccc1 (configuration not stated)	0.8	-3	20	0	-123	-16	14	-1
Cc1coc2cc3oc(=O)c(CCC(=O)N[C@@H](CCCNC(N)=O)C(=O)O)c(C)c3cc12	0.0	2	4	14	-5	10	18	0
CCN(CC)S(=O)(=O)c1cc(NC(=O)CCNC(=O)c2ccccc2Cl)ccc1C	-0.6	-2	3	10	15	-7	-7	-1
CN(C)CCCNC(=O)CC1C[C@H](C(=O)N2CCCCC2)[C@@]2(CCc3ccccc3)c3[nH]c4ccccc4c3CCN2C1=O (some centres not stated)	1.7	-1	7	83*	4	12	13	-4

The list continues.
SMILES	CHOP UPR activ	UPR XBP1 act	Jurkat NFkB inh	Mdm2 MdmX PPI	tim23-1 inh	697 NFkB inh	APJ antagonist	APJ ag
O=[N+]([O-])c1ccc(-c2ccc(/C=N/n3cnnc3)o2)c(Br)c1	-2.1	-5	6	31	27	9	-17	6
COc1ccc(NC(=O)CN2C(=O)CSc3ccc(S(=O)(=O)N4CCCC4)cc32)cc1OC	-0.8	-7	-9	26	-5	1	2	-1
COc1ccc(NC(=O)c2sc3nc(N4CCOCC4)c4c(c3c2N)CC(C)(C)OC4)c(OC)c1	40*	163*	23	35	7	14	-9	2
COc1ccc(C(CNC(=O)Nc2ccccc2)N2CCN(C)CC2)cc1 (configuration not stated)	2.2	1	-8	7	6	-17	-8	2
C=CCNC(=O)CN1N=C(c2ccc(C)cc2)CCC1=O	-0.1	-3	-10	-28	12	5	8	-1
CC1=C(C)C(=O)N(c2ccc(C(=O)O)cc2)C1=O	0.2	-1	-8	-17	5	6	14	-3
CCOC(=O)c1[nH]c2ccc(OC)cc2c1NC(=O)CCN1CCN(Cc2ccccc2)CC1	-0.4	0	1	-4	12	-4	1	-1
C/C(CC(=O)NC1CCCCC1)=N\NC(=O)c1ccccn1	0.4	-2	6	21	-14	10	-5	-1
COc1ccccc1N1CCN(C(=O)c2ccc(NS(=O)(=O)c3ccc(C)cc3)cc2)CC1	0.0	-2	21	16	8	-13	5	-4
Cc1cccc(C2NC(c3cccc(C)c3)C([N+](=O)[O-])C(C)(C)C2[N+](=O)[O-])c1 (configuration not stated)	-2.8	-1	3	-27	32	10	-11	-3
CCOC(=O)C1CCCN(C(=O)c2cc3nc(-c4ccc5c(c4)OCO5)cc(C(F)(F)F)n3n2)C1 (configuration not stated)	-2.1	11	7	-8	-7	16	-10	0
O=C1OCC2=C1C(c1ccccc1)CC(=O)N2c1ccccc1 (configuration not stated)	3.4	-3	-2	-30	21	11	5	-4
CC(=O)Nc1cc(NC(C)=O)c2nc(N)sc2c1	-1.8	1	-10	18	15	23	6	2
N#Cc1c(-c2ccccc2Cl)c2c([nH]c1=O)-c1ccccc1OC2	-1.0	-2	10	-9	0	2	6	3
Nc1ccc(N2CCOCC2)c(S(=O)(=O)Nc2cc(Cl)ccc2Cl)c1	-1.6	-1	-2	5	37	20	-9	0
Cc1ccc2[nH]c3c(c2c1)CN(C(=O)CN1CCCCC1)CC3	-0.4	-4	-4	21	4	7	19	-1
CC(=O)Nc1ccc(S(=O)(=O)NNC(=O)C2CCCCC2)cc1	-1.1	-3	4	19	-2	27	6	3
Cc1c(NC(=O)C2CCN(S(=O)(=O)c3cccs3)CC2)c(=O)n(-c2ccccc2)n1C	0.3	-1	5	18	8	-3	10	-2
O=C(NCc1ccccn1)c1coc(=O)c(Br)c1	30	11	9	12	1	8	9	-2
CS(=O)(=O)N(CCc1ccccc1)CC(=O)Nc1ccc(OCc2ccccc2)cc1	-1.9	-2	-9	27	10	0	2	-1
Cc1ccc(S(=O)(=O)N2CCOCC2)cc1NC(=O)COC(=O)c1ccc(Cl)nc1	-1.4	-2	3	-18	-10	23	0	0
CN(CC(=O)Nc1ccc(F)c(F)c1)S(=O)(=O)c1cccc2cccnc12	1.8	-5	8	3	12	11	-11	-3
CCOC(=O)c1c(-c2ccccc2)oc2ccc(OC)cc12	1.3	-2	-8	19	21	-9	14	-4
CCC1CCc2c(sc3ncnc(N4CCOCC4)c23)C1 (configuration not stated)	-2.9	-1	-2	37	19	-10	-8	-2
COC(=O)C(C)Oc1ccc2c(c1)O/C(=C\c1cccc(Br)c1)C2=O (configuration not stated)	0.6	-3	1	-14	22	17	11	-3
SMILES	CHOP UPR activ	UPR XBP1 act	Jurkat NFkB inh	Mdm2 MdmX PPI	tim23-1 inh	697 NFkB inh	APJ antagonist	APJ ag
Cc1cc(C(=O)NC(C)C2CCCO2)c(C)o1 (configuration not stated)	4.3	-5	10	25	7	10	9	-2
COc1ccc(CCNC(=O)c2ccccc2NC(=O)CN2CCN(c3ccccc3O)CC2)cc1	2.7	-1	11	54*	30	0	-28	7
CCN(c1ccccc1)S(=O)(=O)c1cc(NC(=O)CN2CCN(C)CC2)ccc1Cl	-0.5	-3	-7	19	-10	1	11	2
c1nc(N2CCOCC2)c2[nH]cnc2n1	-0.3	0	-3	-3	16	-21	0	2
CS(=O)(=O)Nc1cccc(-c2cnc3ccccc3n2)c1	2.6	3	-65	-13	11	-101	8	-3
Cc1cccnc1NC(=O)CCCc1c[nH]c2ccccc12	0.2	-3	12	-8	16	-16	-48	5
O=c1c(-c2ccccc2Cl)c[nH]n1-c1ccccc1	-1.7	0	0	-19	-22	8	6	-3
O=C(CN(Cc1ccccc1)S(=O)(=O)c1ccc(F)cc1)NCc1ccccn1	-2.1	9	-1	-3	13	-15	18	0
Cc1cccc(NCc2nc(SCC(=O)Nc3ccccc3Br)n[nH]2)c1	2.2	-3	-1	14	10	-2	8	-2
CCOC(=O)COc1ccc(CCNC(C)=O)cc1	-0.1	-3	7	26	6	2	18	-4
CCOc1cc2c(cc1OCC)C(c1ccc(C(=O)O)cc1)NCC2 (configuration not stated)	-1.0	0	-46	-9	9	-18	8	-8
COc1ccc(NC(=O)c2ccco2)cc1N	4.4	2	-23	6	5	-17	-7	7
COc1cccc(CN2C(=O)C3(C(C#N)=C(N)OC4=C3C(=O)CCC4)c3ccccc32)c1 (configuration not stated)	0.4	1	16	-11	19	1	1	-3
Cn1cc(Br)c(C(=O)NNC(=O)c2ccccc2)n1	2.3	-2	-3	-10	14	-14	-1	-2

Screening results: PubChem BioAssay, Sanford-Burnham Center for Chemical Genomics
